Compound activity (PubChem BioAssay)
EWS-Fli block: EWS/Fli-driven NR0B1 reporter inhibitors, primary screen, A673 cells, NR0B1 luciferase, luminescence, MLPCN library; inhibition, % at 12.6 µM; 0.67% of 350,000 active; viability-normalised;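 active means mean inhibition of at least 50% after viability correction, with every replicate also passing that limit; inconclusive means mean reaches 50% but only one of two replicates passes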;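 further: firefly luciferase signal divided by Alamar Blue viability fluorescence both relative to DMSO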
FN deposition inh: inhibitors of fibronectin matrix deposition, primary screen, AH1F cells, Alexa488-fibronectin fluorescence, plate reader; AH1F fibroblasts, overnight; inhibition, % at 12.6 µM; 0.086% of 350,000 active; AID 743247, 2014;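 active means mean inhibition across replicates of 30% or more, regardless of how many single replicates reach that level; inconclusive means mean under 30% yet at least half of replicates reach 30%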;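 further: positive control wells lacked labelled fibronectin entirely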
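Assay system: AH1F fibroblasts / Quantity: 10000 cells per well / Medium: DMEM plus 2% serum, read in PBS / Reagent: labelled fibronectin 24 nM / Dosing: single dose, pinned / Times: 1 h cell attachment, overnight exposure to compound and label / Signal: fluorescence, ex 485 nm, em 525 nm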
LGR2 inh: inhibitors of bursicon-induced LGR2 CRE-luciferase signal, primary screen, cell-based, HEK293, CRE-luciferase reporter, bursicon stimulation; Drosophila bursicon receptor LGR2 (rickets); 0.35% of 380,000 active; inhibition, % at 9.99 µM; bursicon-stimulated, 4 h; AID 720647, 2013;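 active means drop in luminescence signal, shown as inhibition above about 50% in the replicate tests, limit read from the data, passing the limit was not always enough; inconclusive means probably only some replicates passing the limit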;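 further: agonist challenge used bursicon conditioned medium at about half maximal strength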
PglD inh: C. jejuni PglD acetyltransferase inhibitors, primary screen, biochemical, DTNB colorimetric, single point | 0.098% of 360,000 active | purified PglD enzyme, DTNB colorimetric CoA detection | inhibition, % at 12.5 µM | AID 602405, 2012 | UDP-N-acetylbacillosamine N-acetyltransferase PglD (Campylobacter jejuni); in the data active means inhibition above about 16%, passing the limit was not always enough; inconclusive means no clear call, values can overlap the other calls; further: strong numbers were not always called active
PAX8 reporter: inhibitors of PAX8-driven TPO luciferase reporter, primary screen, RMG-I cells, single concentration | SteadyGlo, 24 h | inhibition, % at 12.6 µM | 1.2% of 360,000 active;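 active means mean replicate inhibition at least 60% with every replicate also reaching 60%; inconclusive means only one of the two criteria is met; inactive means mean below 60% and not all replicates reaching 60%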;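 further: luciferase light reporting Pax8 driven TPO promoter activity; plate controls were median of neutral control wells for no effect and mitoxantrone controls for full effect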
PGC1a acetyl inh: inhibitors of PGC1a acetylation signal, primary screen, cell-based, U2OS, AlphaScreen, inhibitor mode | AlphaScreen anti-acetyl-lysine; with virally co-expressed GCN5 acetyltransferase | inhibition, % at 15.6 µM | 0.17% of 350,000 active | AID 651687, 2012;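 active means every replicate shows inhibition of at least 40%; inconclusive means mean inhibition at least 40% but some replicate below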;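 further: 0% = neutral control wells and 100% = positive control wells; some results beyond the cut were filed as inactive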
ERAP1 inh: human ERAP1 aminopeptidase inhibitors, primary screen, biochemical, single point, plate reader; Endoplasmic reticulum aminopeptidase 1 (Homo sapiens), Q9NZ08; recombinant ERAP1, Leu-AMC fluorescence, 60 min; inhibition, % at 10.7 µM; 0.15% of 340,000 active; AID 652197, 2013;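 active means mean replicate inhibition of at least 30%, or all replicates individually reaching that 30% level; inactive means mean below 30% and not every replicate reaching it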;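 further: 0% = neutral control wells and 100% = L-leucinethiol positive control wells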
Target sequence (Q9NZ08 whole entry, looked up): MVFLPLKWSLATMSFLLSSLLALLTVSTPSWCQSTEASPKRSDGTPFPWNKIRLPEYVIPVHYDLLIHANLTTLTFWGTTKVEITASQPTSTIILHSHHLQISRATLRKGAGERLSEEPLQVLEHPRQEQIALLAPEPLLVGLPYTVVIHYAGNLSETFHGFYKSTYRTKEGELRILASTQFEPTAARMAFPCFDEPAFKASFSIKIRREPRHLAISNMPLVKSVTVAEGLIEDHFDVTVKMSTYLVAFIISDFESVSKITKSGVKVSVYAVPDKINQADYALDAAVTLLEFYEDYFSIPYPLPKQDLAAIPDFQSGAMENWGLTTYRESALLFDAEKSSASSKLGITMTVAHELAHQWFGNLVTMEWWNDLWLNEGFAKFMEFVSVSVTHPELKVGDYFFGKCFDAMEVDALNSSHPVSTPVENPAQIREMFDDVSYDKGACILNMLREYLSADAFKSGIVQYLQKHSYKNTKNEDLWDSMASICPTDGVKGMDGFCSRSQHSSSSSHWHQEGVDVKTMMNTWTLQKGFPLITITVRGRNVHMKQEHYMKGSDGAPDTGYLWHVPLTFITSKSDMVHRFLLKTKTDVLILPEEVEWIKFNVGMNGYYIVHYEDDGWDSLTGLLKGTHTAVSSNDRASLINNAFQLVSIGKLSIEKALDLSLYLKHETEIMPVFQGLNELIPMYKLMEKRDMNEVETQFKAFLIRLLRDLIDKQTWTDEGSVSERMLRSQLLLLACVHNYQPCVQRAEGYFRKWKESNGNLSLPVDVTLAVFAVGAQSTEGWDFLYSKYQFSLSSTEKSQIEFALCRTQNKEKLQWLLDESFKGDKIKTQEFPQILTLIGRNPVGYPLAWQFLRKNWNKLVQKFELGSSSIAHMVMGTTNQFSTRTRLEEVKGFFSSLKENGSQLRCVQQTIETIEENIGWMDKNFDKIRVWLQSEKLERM
S100A4 inh HTS: inhibitors of S100A4-myosin IIA peptide binding, primary screen, biochemical, fluorescence polarization, TAMRA-MyoIIA peptide | Protein S100-A4 (Homo sapiens), P26447 | inhibition, % at 10.7 µM | 0.14% of 360,000 active | AID 652163, 2013;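 active means mean inhibition of at least 70% across replicates, with every replicate also reaching that level; inconclusive means mean inhibition reaches 70% but some replicates fall short; inactive means mean inhibition below 70%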
Target sequence (P26447 whole entry, looked up): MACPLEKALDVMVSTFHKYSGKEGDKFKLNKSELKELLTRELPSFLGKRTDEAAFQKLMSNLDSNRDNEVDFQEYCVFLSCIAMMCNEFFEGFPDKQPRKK
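Test system: S100A4 monomer protein; Medium: HEPES pH 7.2 with CaCl2, KCl, NaCl, DTT, Triton; Probe or stimulus: TAMRA-labelled myosin IIA heavy-chain peptide probe, 5 nM; Doses: one dose per compound; Times: polarization read 5 min after assay mix addition, stable 5–60 min; Benchmarks: neutral control DMSO, positive control TFP.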
* hit, by the source's call; ? = inconclusive; nt = no result given; & = joins results of further samples.

SMILES | EWS-Fli block | FN deposition inh | LGR2 inh | PglD inh | PAX8 reporter | PGC1a acetyl inh | ERAP1 inh | S100A4 inh HTS
CCOC(=O)C1(C)C=C(Nc2ccc(C)cc2)C(=O)N1c1ccc(C)cc1 (stereo unspecified) | -8 | 3 | -9 | 8 | 30 | 4 | 7 | -3
COc1ccc(-c2nc(SC(CC(=O)NCc3ccccc3)c3ccc(OC)c(OC)c3)n[nH]2)cc1 (stereo unspecified) | 17 | 23 | 8 | nt | 0 | nt | -2 | 0
CC1CCCN(C(=O)CCNS(=O)(=O)c2ccc3c(c2)oc(=O)n3C)C1 (stereo unspecified) | 11 | -2 | -2 | -4 | -1 | 9 | 6 | -6
CNC(=S)N(Cc1ccc(OC)cc1)C1CC(=O)N(c2ccc(C(=O)OC)cc2)C1=O (stereo unspecified) | -11 | -5 | 5 | nt | 0 | nt | 2 | 8
C[C@H](NC(=O)Cc1cccc2ccccc12)C(=O)N1CCOCC1 | -1 | 2 | 2 | 0 | nt | 1 | -2 | 6
Cc1ccc(N(CC(=O)NC2CCCCC2)C(=O)c2ccc(C)s2)cc1 | nt | 1 | -6 | 1 | nt | -4 | nt | nt
CN1[C@@H]2c3ccc(/C=C/c4ccccc4)c(=O)n3C[C@@H]2[C@@H](CO)[C@@H]1C(=O)Nc1nccs1 | -2 | nt | -9 | 0 | 29 | nt | 2 | -3
C[C@H]1CN([C@@H](C)CO)C(=O)c2cc(NS(=O)(=O)c3ccc(F)cc3)ccc2O[C@H]1CN(C)S(=O)(=O)c1cn(C)cn1 | 2 | 3 | 0&9 | 4 | 4 | nt | -2 | 0
COc1ccc(CNS(=O)(=O)CCNC(=O)c2ccc3c(c2)OCO3)cc1 | -2 | 1 | -5 | 0 | -7 | nt | -1 | -3
C[C@@H]1CN([C@H](C)CO)C(=O)c2cc(-c3ccc(C#N)cc3)cnc2O[C@@H]1CN(C)C(=O)c1cccnc1 | -8 | 3 | -5 | 0 | -24 | 5 | 1 | -5
CC(C)c1ccc(/C=C/C(=O)NCCC2=CCCCC2)cc1 | -12 | -4 | nt | 5 | 5 | -5 | -4 | -4
O=C(C[C@H]1CC[C@H](NC(=O)Nc2cc(F)ccc2F)[C@H](CO)O1)Nc1ccccc1 | -1 | nt | 0 | -4 | nt | -4 | 1 | 7
O=C(NC1CCCCC1)c1ccc2snnc2c1 | -3 | -2 | -5 | -1 | 12 | nt | 2 | 3
O=C(NCCc1ccccc1)c1ccc2c(c1)OCO2 | 73* | 2 | 79* | -2 | 54 | nt | 1 | -3
COc1ccc(CNC(=O)C2CCN(S(=O)(=O)c3ccccc3)CC2)cc1 | 6 | 1 | 2 | 4 | -4 | 3 | -1 | -1
CCC(C)Nc1nnc(SCC(=O)c2c(N)n(C3CC3)c(=O)[nH]c2=O)s1 (stereo unspecified) | -5 | 12 | -17 | nt | -1 | nt | 1 | -3
CC1CCCN(C(=O)Cn2nnc(-c3ccc(S(C)(=O)=O)cc3)n2)C1 (stereo unspecified) | 12 | 5 | 5 | -2 | 8 | nt | 3 | 0
COc1ccc(C(CNC(=O)c2cc3c(s2)CCC(C)C3)N2CCOCC2)cc1 (stereo unspecified) | -12 | 2 | nt | 1 | -7 | -6 | -4 | -1
Cc1cccc(C)c1NC(=O)C1c2ccccc2OCC(=O)N1Cc1ccccc1 (stereo unspecified) | 18 | 3 | 9 | nt | -17 | nt | nt | -1
CCSc1nc(C)cc(Oc2ccc(=O)n(C)n2)n1 | nt | 15 | nt | 0 | -4 | -3 | nt | nt
COc1ccc(CC(=O)O/N=C(\N)c2ccccc2)cc1OC | -37 | 13 | -72 | 4 | -21 | -8 | 0 | -9
CN1/C(=C/C=C(C#N)C#N)C(C)(C)c2ccccc21 | -17 | -71 | nt | -7 | -22 | -11 | -1 | -13
CCCCCCCCCCCC(=O)c1c(O)cccc1O | 4 | nt | nt | 7 | nt | 4 | 4 | -2
CN1C(=O)c2cc(NS(=O)(=O)c3ccc(Cl)cc3)ccc2OC[C@H]2O[C@@H](CC(=O)N3CCc4ccccc4C3)CC[C@H]21 | 8 | -6 | 10 | -1 | 37 | -2 | 2 | -14
CC1CN(CC(=O)Nc2nc(-c3ccc(Cl)cc3)cs2)CC(C)O1 (stereo unspecified) | -5 | -4 | 11 | 2 | 14 | nt | 0 | 4
(cont.)
SMILES | EWS-Fli block | FN deposition inh | LGR2 inh | PglD inh | PAX8 reporter | PGC1a acetyl inh | ERAP1 inh | S100A4 inh HTS
C[C@@H]1CN([C@@H](C)CO)C(=O)Cc2cc(NS(C)(=O)=O)ccc2O[C@@H]1CN(C)CC1CCCCC1 | 4 | -9 | -10 | -3 | 10 | nt | 3 | 18
C[C@@H]1CN([C@H](C)CO)C(=O)c2c(c3ccccc3n2C)-c2ccccc2CO[C@H]1CN(C)S(=O)(=O)c1ccc([N+](=O)[O-])cc1 | 9 | 3 | 3 | nt | 49 | -15 | -1 | 5
CC1=CC(C)(C)N(C(=O)CSc2nncn2C)c2ccccc21 | 7 | nt | 0 | 3 | nt | 5 | 1 | 4
S=C(N/N=C1\CCc2ccccc21)NC1CCCCC1 | -4 | 0 | 10 | nt | -17 | nt | -2 | -5
CC(=O)c1c(O)cc(O)cc1CC(=O)O | -2 | nt | 3 | -3 | nt | -5 | -2 | -1
CCc1cc(-c2nc(N)ncc2-c2ccc(Br)cc2)c(O)cc1OC | 11 | 2 | 11 | -1 | 25 | 2 | -2 | -6
O=C(NC1CCCCC1)c1cccc2c1C(=O)c1ccc(N3CCCC3)cc1S2(=O)=O | -15 | 4 | -8 | 5 | -4 | -2 | 3 | 3
Cc1ccc(N(C(=O)CS(=O)CC(=O)Nc2ccc(F)cc2)C(C)C(=O)NC(C)(C)C)cc1 (stereo unspecified) | -23 | -6 | 8 | nt | -6 | 1 | 4 | -9
CC(=O)N(C)c1ccc(NC(=O)Nc2ccc(C)c(C)c2)cc1 | -20 | -15 | -11 | nt | -32 | nt | -3 | 0
O=C(C[C@@H]1C[C@@H]2c3cc(NC(=O)CC4CC4)ccc3O[C@@H]2[C@H](CO)O1)NCC1CC1 | 0 | 13 | -12 | -6 | -2 | -6 | -1 | -1
C[C@@H]1CCCCO[C@@H](CN(C)C(=O)c2ccccc2)[C@H](C)CN([C@H](C)CO)C(=O)c2cc(NS(=O)(=O)c3cccs3)ccc2O1 | 2 | -4 | -45 | 0 | 7 | nt | 2 | 28
CN(Cc1ccccc1)C(=O)[C@@H]1CCCN1C(=O)[C@@H]1CCCN1C(=O)c1cccs1 | -5 | -8 | -9 | nt | -2 | nt | -9 | -1
COc1ccc(S(=O)(=O)N(C)C[C@H]2Oc3ccc(NS(=O)(=O)c4c(C)noc4C)cc3C(=O)N([C@H](C)CO)C[C@@H]2C)cc1 | -6&3 | -4&-13 | 8&21 | 5 | -38&15 | 10 | 0&0 | -9&-4
Cc1ccccc1OCC(=O)OCC(=O)Nc1cc(S(=O)(=O)N2CCCCC2)ccc1Cl | -2 | -2 | 0 | nt | -4 | nt | 1 | -27
COC(=O)c1ccc(CSC2=NC[C@@H]3[C@@H]4C(=O)N(C)C(=O)[C@@H]4[C@](C)(C(=O)OC)N23)cc1 | -9 | -4 | -4 | -1 | 2 | -8 | 0 | -1
CCC(C(=O)N/N=C/c1cccnc1)c1ccccc1 (stereo unspecified) | nt | nt | 9 | -1 | 11 | nt | -4 | -29
COc1cccc(C(=O)COC(=O)c2cccs2)c1 | nt | -2 | -30 | 3 | -195 | nt | -1 | -4
CCn1c(C(C)NC(=O)c2ccccc2C)n[nH]c1=S (stereo unspecified) | 8 | -7 | -8 | 3 | 15 | ? | -1 | -2
CC(=O)Nc1ccc(S[C@@H](CCN2CC[C@H](O)CCC2=O)c2ccccc2)cc1 | -11 | -6 | 6 | -3 | -19 | -2 | 5 | -4
CCN(C(=O)c1cc2c(s1)-c1ccccc1OC2)c1cc(OC)ccc1OC | -3 | 3 | -13 | 1 | -2 | -13 | nt | -6
CN(CC(=O)Nc1ccccc1Br)C(=O)CN1CCN(Cc2ccc(Cl)cc2)CC1 | -1 | 7 | 5 | 3 | 0 | 4 | -1 | -1
COc1ccccc1-c1ccc([C@H]2[C@@H](CO)N(C(=O)NC3CCCC3)[C@H]2C#N)cc1 | 5 | 4 | -11 | nt | -38 | 4 | 2 | -14
COc1ccccc1NC(=O)C1C2C=CC3(CN(Cc4cccnc4)C(=O)C13)O2 (stereo unspecified) | 4 | 1 | -6 | 4 | -5 | nt | 2 | -8
O=C(NCc1ccc(F)cc1)C(c1ccccc1)N(C(=O)c1csnn1)C1CC1 (stereo unspecified) | 3 | 24 | 20 | 3 | 3 | -6 | 2 | 0
O=C(N[C@H]1C=C[C@H](CC(=O)N2CCOCC2)O[C@@H]1CO)c1ccccn1 | -2 | -6 | 22 | -2 | -12 | 4 | 0 | 1

Entries above that bear a hit mark in LGR2 inh.
Compound | LGR2 inh | PglD inh | PGC1a acetyl inh | ERAP1 inh | S100A4 inh HTS
O=C(NCCc1ccccc1)c1ccc2c(c1)OCO2 | 79* | -2 | nt | 1 | -3

The results go on.
SMILES | EWS-Fli block | FN deposition inh | LGR2 inh | PglD inh | PAX8 reporter | PGC1a acetyl inh | ERAP1 inh | S100A4 inh HTS
Cn1c(=O)n(C)c2cc(S(=O)(=O)NCCO)ccc21 | nt | nt | -10 | -1 | nt | -9 | 0 | -3
CS(=O)(=O)c1cccc(-c2nnc(NC(=O)c3ccc(S(=O)(=O)N4CCCC4)cc3)o2)c1 | 3 | -5 | -8 | 3 | 13 | nt | 0 | 9
CN(C)C(=O)c1ccc(-c2ccc([C@@H]3[C@H]4CN(C(=O)C5CC5)CCCCN4[C@H]3CO)cc2)cc1 | -5 | nt | -7 | -4 | -18 | -5 | 2 | 13
CC1(C(=O)Nc2cnc3ccccc3c2)CCN1Cc1ccccc1OC(F)F (stereo unspecified) | -32 | nt | 4 | -4 | 28 | nt | -2 | -4
C=CCNC(=S)N/N=C/c1ccc(OCc2ccccc2Cl)cc1 | nt | 4 | -14 | -2 | nt | -7 | nt | nt
O=C(NCCCN1CCCCC1)C1CCCN(c2ncnc3c2nc2n3CCCCC2)C1 (stereo unspecified) | 0 | -5 | 4 | 3 | -28 | -27 | 0 | 5
O=C(CCC(=O)Nc1ccc(Br)cc1)N/N=C/c1ccc(O)cc1 | 16 | 9 | 12 | -6 | -10 | nt | -2 | -1
CCCN1[C@H](C(=O)N[C@@H](C)c2ccccc2)[C@@H](CO)[C@@H]2Cn3c(ccc(-c4ccccc4)c3=O)[C@@H]21 | 2 | nt | 12 | 2 | nt | nt | 2 | -11
CC(=O)N/N=C\c1ccccc1OC/C=C/c1ccccc1 | -101 | -36 | -36 | 0 | -66 | 3 | 0 | 2
CCOC(=O)c1ccccc1NC(=O)CSc1nnc(Cc2cccn2C)n1-c1ccc(F)cc1 | nt | 0 | -6 | 3 | nt | -4 | nt | nt
